# Rhodamine fluor = compound fluoresces in the rhodamine spectral region; AID 594; Rhodamine-region fluorescence, 547/598 nm, Tris buffer; hits give high values; 59,000 tested, 0.05% active; max dye-equivalent concentration, M; in the data active = max dye-equivalent concentration above about 11 nM; inconclusive = between about 1.1 nM and that limit
#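 Compound fluorescence in 100 mM Tris, pH 8.0, read after 15 min at room temperature with 547 nm excitation and 598 nm emission. Output is dye-equivalent concentration from an on-plate rhodamine standard series.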
# GFP derepression = epigenetic modulators derepressing GFP locus in mouse cells | 68,000 tested, 0.09% active | Potency, µM (top dose mostly 46.1 µM), for inactives: at the highest dose GFP derepression (activation) | mouse C127i GFP locus derepression, cytometry, 30 h; note: % of control where 0% means no effect
#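 Derepression screen: silenced CMV-GFP reporter in murine C127i cells, 30 h compound incubation at 37 C, washed cells imaged by laser-scanning cytometer to enumerate GFP-expressing objects of 20 to 120 um.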
# 4-MU autofl = compound fluoresces in the 4-MU spectral region | compound autofluorescence, 340/450 nm, 4-MU equivalents; hits give high values | max dye-equivalent concentration, M | 59,000 tested, 11% active; in the data active = max dye-equivalent concentration above about 10 nM; inconclusive = mostly about 1.1 nM to 9.6 nM
#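 Compounds in 100 mM Tris, pH 8.0, incubated 15 min at room temperature, then fluorescence read at 340 nm excitation/450 nm emission. Signal converted to 4-MU dye-equivalent concentration using an on-plate six-point 4-MU standard curve.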
# HBB splice mod = hemoglobin beta splicing modulation | HBB splicing reporter cell assay, activation; EGFP reporter with mutant IVS2-654 intron; response scale: normalised to 500 nM splice-correcting PNA | Potency, µM (series often up to 46.1 µM), without a hit: at the top dose activation, most hits filed as activators | 65,000 tested, 0.06% active; note: potency is the fitted concentration of half-maximal effect; 0% is about no effect
#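 Compounds were applied for 2 days to HeLa EGFP-654 cells, 500/well in Optimem with 2% FCS. The reporter's EGFP is disrupted by mis-splicing of beta-globin intron IVS2-654. Readout: summed well GFP fluorescence from 488 nm laser scanning; reference was 500 nM antisense […] 654 PNA.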
# Texas Red fluor = Texas Red region autofluorescence | 59,000 tested, 0.06% active | Compound fluorescence, Texas Red channel, 547/618 nm; hits give high values | max dye-equivalent concentration, M; in the data active = max dye-equivalent concentration above about 10 nM; inconclusive = between about 1.1 nM and that limit
#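 Compound titrations in 100 mM Tris pH 8.0 were incubated 15 min at room temperature and read at 547 nm excitation / 618 nm emission. Texas Red six-point standard curve on each plate converted fluorescence to dye-equivalent concentration.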
# Fluorescein autfl = fluorescein region autofluorescence; AID 593; 59,000 tested, 0.91% active; max fluorescein-equivalent concentration, M; Compound autofluorescence, 480/540 nm, fluorescein-equivalent; hits give high values; in the data active = max fluorescein-equivalent concentration above about 10 nM; inconclusive = between about 1.1 nM and that limit
#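 Library compounds, added at multiple concentrations to pH 8.0 Tris buffer (100 mM), incubate 15 min at room temperature before CCD imaging at 480 nm excitation and 540 nm emission.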
# Pol III holo inh = inhibitors of bacterial DNA polymerase III holoenzyme. 71,000 tested, 0.25% active. Potency, µM (top dose mostly 57.1 µM), for the others: at the highest dose activity change, negative = inhibition. reconstituted DNA polymerase III holoenzyme replication, biochemical; note: potency is the fitted concentration of half-maximal effect; % is set by controls: 0 for no effect and ±100 for the full control effect
#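 Reconstituted *E. coli* holoenzyme (0.35 nM Pol III, 1 nM beta, 154 nM SSB, 2 nM primase) was preincubated with compound for 15 min at RT. Synthesis on 1.4 nM ssM13Gori ran 35 min, then was stopped with PicoGreen/EDTA and read as dsDNA fluorescence.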
# Hsp90 Hop PPI = changes Hsp90-Hop TPR2A binding signal, up or down. AlphaScreen TPR2A-His6 binding biotin-Hsp90 C-terminal peptide. Potency, µM (top dose mostly 57 µM), for the others: at the highest dose activity change, negative = inhibition. 71,000 tested, 0.44% active; active = well fitted curve in either direction with a large enough effect; inconclusive = small, poorly fitted or top-dose-only effect, or another doubt; note: potency is the fitted concentration of half-maximal effect; % is set by controls: 0 for no effect and ±100 for the full control effect; many of its hits are not listed in these tables
# UbGFP stabilizer = proteasome inhibitors stabilizing ubiquitin-GFP reporter. Ubiquitin-GFP reporter cells, proteasome inhibition, GFP fluorescence; response scale: untreated = 0%, 10 µM MG-132 = 100%. Potency, µM (highest dose often 45.9 µM), for inactives: top-dose activation (GFP accumulation), hits mostly activators. 67,000 tested, under 10 active; active = well fitted activation curve with a large enough effect, not every such curve was filed as active; inconclusive = small, poorly fitted or top-dose-only effect, or another doubt; inactive = no such curve, though single readings can be large or run the other way; note: potency is the fitted concentration of half-maximal effect
#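 U2OS cells stably expressing ubiquitin(G76V)-GFP, seeded overnight in 0.5% FBS medium, were exposed to compounds (qHTS, 46 uM to 2.9 nM) for 4 hr at 37 °C. GFP-positive cells were counted by laser cytometry (488 ex/515 em), normalized between basal and 10 uM MG-132.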
# HADH2 inhib = inhibitors of human HADH2 dehydrogenase. recombinant HADH2, NADH fluorescence, beta-hydroxybutyryl-CoA. Potency, µM (top dose mostly 57.1 µM), for inactives: at the top dose activity change, negative = inhibition, most hits filed as inhibitors. 73,000 tested, 3.4% active. AID 886; note: potency is the fitted concentration of half-maximal effect; % is set by controls: 0 for no effect and ±100 for the full control effect; nearly all actives have a fitted effect of over 60% in size; many of its hits are not listed in these tables
# Target sequence (Q99714 whole entry, looked up, one chain of several): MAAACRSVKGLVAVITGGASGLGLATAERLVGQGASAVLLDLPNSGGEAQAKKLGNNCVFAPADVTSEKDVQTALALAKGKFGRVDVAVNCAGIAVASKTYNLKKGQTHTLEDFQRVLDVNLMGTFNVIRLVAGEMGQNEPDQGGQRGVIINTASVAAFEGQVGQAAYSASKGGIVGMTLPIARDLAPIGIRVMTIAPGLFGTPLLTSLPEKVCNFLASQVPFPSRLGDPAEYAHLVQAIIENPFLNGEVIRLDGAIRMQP
#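 Activity measured as NADH fluorescence gain (360/450 nm), taken as the change between first and last reads of a 4-min kinetic run. Conditions: pH 9.0 Tris buffer, 20 nM E. coli-expressed His-tagged enzyme, 1 mM NAD+, 90 uM beta-hydroxybutyryl-CoA; 15-min compound preincubation.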
# 15-hLO inh = blocks human 15-lipoxygenase activity. P16050. purified 15hLO-1, xylenol orange hydroperoxide absorbance. Potency, µM (highest dose often 57.1 µM), inactives show at the highest dose activity change, negative = inhibition, usual class: inhibitors. 74,000 tested, 1.4% active. AID 887; note: potency is the fitted concentration of half-maximal effect; % is set by controls: 0 for no effect and ±100 for the full control effect; nearly all actives have a fitted effect of over 55% in size
# Target sequence (P16050 whole entry, looked up): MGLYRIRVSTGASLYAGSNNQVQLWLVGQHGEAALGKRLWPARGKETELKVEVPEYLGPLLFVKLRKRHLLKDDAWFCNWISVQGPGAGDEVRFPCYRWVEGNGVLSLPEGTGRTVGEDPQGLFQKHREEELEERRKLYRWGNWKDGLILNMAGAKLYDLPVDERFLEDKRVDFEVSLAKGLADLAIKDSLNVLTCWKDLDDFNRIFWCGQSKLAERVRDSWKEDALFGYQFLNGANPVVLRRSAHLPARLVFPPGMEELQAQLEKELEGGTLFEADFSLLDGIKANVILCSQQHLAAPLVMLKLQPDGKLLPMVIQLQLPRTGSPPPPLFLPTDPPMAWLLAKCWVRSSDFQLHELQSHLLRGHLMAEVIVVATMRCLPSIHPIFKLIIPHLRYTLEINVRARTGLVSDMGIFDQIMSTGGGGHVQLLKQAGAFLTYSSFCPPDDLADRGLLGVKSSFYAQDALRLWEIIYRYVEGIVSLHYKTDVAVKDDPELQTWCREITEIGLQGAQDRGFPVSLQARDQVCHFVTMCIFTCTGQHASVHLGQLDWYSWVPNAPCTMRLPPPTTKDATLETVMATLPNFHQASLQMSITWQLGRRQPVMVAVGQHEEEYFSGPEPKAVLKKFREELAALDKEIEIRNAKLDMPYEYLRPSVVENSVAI
#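 Hydroperoxide formed from arachidonic acid (50 uM) by purified human 15hLO-1 (40 nM) oxidizes ferrous iron, and the ferric-xylenol orange complex is read at 573 versus 405 nm. Compounds were preincubated 15 min; reaction ran 6 min at room temperature.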
# Active calls of the source: *; i = inactive; u = inconclusive; x = no result given; & = joins results of further samples; [ ] = another dose, or the depositor's remark. Unless noted, calls come from the whole dose curve; as a rule, active = well fitted curve in the direction sought with a large enough effect; inconclusive = small, poorly fitted or top-dose-only effect, or another doubt; inactive = no such curve, though single readings can be large; an effect the other way counts as inactive or inconclusive.
SMILES,Rhodamine fluor,GFP derepression,4-MU autofl,HBB splice mod,Texas Red fluor,Fluorescein autfl,Pol III holo inh,Hsp90 Hop PPI,UbGFP stabilizer,HADH2 inhib,15-hLO inh
COc1ccc(C(=O)N2CCC[C@@]3(CCN(Cc4ccncc4)C3)C2)cc1,i,0%[9.22 µM],i,0.8%,i,i,-8%,-3%,0%,9%,-13%
C[C@@H]1C[C@@H]2[C@H]3CCC4=CC(=O)C=C[C@]4(C)[C@]3(F)[C@@H](O)C[C@@]2(C)[C@@]1(O)C(=O)CO,i,0%&0%,i,-0.3%,i,i,-4%&-2%,-4%&-5%,10%&-4%,7%&9%,-12%[25.6 µM]
O=c1[nH]c2ccc(S(=O)(=O)N3CCN(C4CCCCC4)CC3)cc2[nH]c1=O,i,-3%,u,-0.3%,i,i,4%,u,26%,u,2%
COc1cccc2[nH]c3c(N4CCCC(C)C4)ncnc3c12 (stereo unspecified),i,2%,3e-08M*,-3.9%[57.5 µM],i,u,-14%,-7%,2%,-13%,u
CC1CCCN(c2ccc(C(=O)NCCc3ccccc3)cn2)C1 (stereo unspecified),i,0%,i,x,i,i,-5%,1%,-1%,-10%,-7%
CCCNc1nc(N2CCOCC2)nc(N2CCOCC2)n1,x,-2%,x,-0.5%[0.0738 µM],x,x,-3%[11.4 µM],-14%[11 µM],5%[9.17 µM],6%[11.4 µM],6%[11.4 µM]
CCc1ccccc1NC(=O)C(C#N)Cc1cccnc1 (stereo unspecified),i,-2%,i,0.1%[57.5 µM],i,i,u,0%,4%,-4%,12%
CCOC(=O)c1cnc2nc[nH]n2c1=O,x,5%,x,0.4%,x,x,-13%,-1%,-6%,-7%,-7%
Cc1ccc2[nH]c(=O)c(CN(CCCO)S(=O)(=O)c3cccc4nsnc34)cc2c1,i,-2%,i,-0.1%[57.5 µM],i,i,-8%,48%,-5%,-8%,-14%
CCOC(=O)CC(=O)CSc1[nH]c(=O)cc(C)c1C#N,i,5%[20.6 µM],i,x,i,i,x,x,x,x,x
CCOC(=O)c1ccccc1NC(=O)c1ccccc1SC,i,-2%,i,0.9%,i,i,2%,19%,-7%,-1%,-26%
COc1ccc(-c2cc(C(=O)O)[nH]n2)cc1OC,i,-1%,i,x,i,i,-3%,-9%,-2%,-6%,5%
N#CCCn1c(=O)cnc2cnc(Nc3ccccc3)nc21,i,0%[9.22 µM],u,1.4%,i,i,4%,-4%,-8%,-8%,6%
COCC(C)NC(=O)c1noc2c1CCc1cc(OC)ccc1-2 (stereo unspecified),i,2%,i,-4.2%,i,i,-3%,6%,-2%,-9%,0%
CC(NC(=O)OCc1ccccc1)C(=O)NCC1CCCO1 (stereo unspecified),i,2%,i,-0.1%[57.5 µM],i,u,-4%,-2%,1%,2%,11%
Cc1ccsc1C(=O)OCC(=O)Nc1sccc1C(N)=O,i,-2%,i,0.6%,u,i,-7%,-1%,-3%,15%,-7%
CCC(C)(C)NC(=O)C(c1cccn1C)N(Cc1ccccc1)C(=O)Cn1nnc2ccccc21 (stereo unspecified),i,0%,i,x,i,i,-3%,-4%,4%,-6%,0%
COC(=O)C1Cc2c([nH]c3ccccc23)CN1 (stereo unspecified),i,-1%,2e-08M*,-0.9%,i,u,-5%,-11%,17%,32%[activator],u
O=C(CSc1nc2ccccc2o1)Nc1ccccc1N1CCCCCC1,i,1%,i,-0.2%,i,u,-4%,u,0%,-11%,-15%
COc1ccccc1OCC(=O)Nc1cccc(C(=O)N2CCOCC2)c1,i,0%,i,0.6%,u,i,-4%,-4%,4%,-11%,-5%
COc1ccc(NC(=O)Nc2cc(C)ccc2OC)cc1,i,-3%,i,-1.0%,i,u,0%,u,-8%,0%,-2%
c1ccc(OCCOc2ccccc2-c2nnco2)cc1,i,-1%,i,-2.0%,u,i,-2%,3%,2%,-3%,5%
O=C(NC1CCCCC1)[C@H](O)[C@@H](O)C(=O)NC1CCCCC1,i,0%[20.6 µM],i,x,i,i,x,x,x,x,x
CC(Sc1ccc(Br)cc1)C(N)=O (stereo unspecified),i,2%,i,-0.1%[57.5 µM],i,i,-6%,2%,-3%,4%,1%
Cc1coc2c(C)c3oc(=O)c4c(c3cc12)CCC4,i,-6%,3.8e-08M*,-0.4%,i,i,-7%,0%,9%,26%,-2%

# Continued:
SMILES,Rhodamine fluor,GFP derepression,4-MU autofl,HBB splice mod,Texas Red fluor,Fluorescein autfl,Pol III holo inh,Hsp90 Hop PPI,UbGFP stabilizer,HADH2 inhib,15-hLO inh
CCSc1nc(=O)n(-c2ccccc2)c(C)c1C(C)=O,x,0%,x,0.4%[0.0738 µM],x,x,-2%[11.4 µM],-9%[11 µM],-22%[9.17 µM],15%[11.4 µM],-1%[11.4 µM]
CCOC(=O)c1cc(CN2CCOCC2)oc1-c1ccccc1,i,-1%,i,x,i,i,2%,2%,-1%,2%,4%
Cc1nc2cnc(N3CCNCC3)nc2n(Cc2cccs2)c1=O,i,-9%[9.22 µM],u,2.0%,i,u,-7%,-7%,-11%,-3%,7%
CC1CCc2nn(CC(=O)NCc3ccc4c(c3)OCO4)cc2C1 (stereo unspecified),x,-3%,x,-1.0%,x,x,-5%,-1%,3%,1%,4%
O=C(O)c1cccc(COCC(F)(F)C(F)F)c1,i,2%,i,0.2%,i,i,-4%,-1%,-5%,-6%,0%
Cc1cc2cc(C(c3nnnn3CC3CCCO3)N3CCCc4ccccc43)c(=O)[nH]c2cc1C (stereo unspecified),i,-3%,i,x,u,i,-2%,u,-1%,-13%,3%
O=C(Nc1cccc(F)c1)C1CC(=O)N(c2ccc(Br)cc2)C1 (stereo unspecified),i,7%,i,-0.3%[57.5 µM],i,i,-3%,8%,-6%,9%,-11%
COc1ccc(N2C(=O)CC(N3CCOCC3)C2=O)cc1 (stereo unspecified),x,2%,x,0.0%,x,x,0%,-1%,15%,7%,10%
O=C(Nc1ccc2nc(-c3ccco3)[nH]c2c1)c1cccs1,i,3%,i,2.1%,i,u,-4%,-20%,-7%,-23%,-27%
O=C(Cn1cccc1)N1CCc2ccccc21,i,2%,i,-1.9%,i,i,0%,-5%,16%,9%,-6%
CN1/C(=C\C(=O)Nc2cccnc2)c2ccccc2CC1(C)C,i,5%,i,x,i,i,-7%,2%,-1%,16%,-9%
COc1ccc(-n2ncc3c(N4CCC(C(N)=O)CC4)ncnc32)cc1,i,4%[20.6 µM],u,x,i,i,x,x,x,x,x
O=C(NCCN1CCOCC1)c1cn(CCc2ccccc2)nn1,i,-1%,u,x,i,u,-3%,-4%,6%,-1%,-3%
O=C(O)c1cc2n(n1)C(C(F)(F)F)CC(c1ccccc1)N2 (stereo unspecified),i,-3%[20.6 µM],i,x,i,i,x,x,x,x,x
CSc1nsc(SCC(=O)N2CCc3ccccc32)n1,i,0%,i,-0.4%,i,u,-1%,1%,3%,3%,-9%
O=C(O)c1cccc(Cn2cc(Br)cn2)c1,i,-2%,i,-0.3%[57.5 µM],i,i,-4%,-1%,-3%,-6%,5%
Cc1c(CNC(=O)c2cnn3c2NC(c2ccccc2)CC3C(F)(F)F)cnn1C (stereo unspecified),i,-1%,i,-0.3%[57.5 µM],i,i,-2%,-3%,9%,-1%,-2%
Cc1ccc(-n2ncc3c(=O)n(CC(=O)NC4CCCC4)cnc32)cc1C,i,-1%,i,-4.6%,u,i,-4%,0%,3%,1%,-4%
COc1ccc(OC)c(NC(=O)Nc2cccc(Cn3cccn3)c2)c1,i,-2%,i,0.1%,i,i,-6%,-11%,7%,8%,0%
O=C(c1ccccc1)c1nc[nH]c1C(=O)Nc1ccccn1,i,4%,i,3.2%[0.369 µM],i,i,0%,-1%,x,-1%,9%
CCC1(C)Cc2c(C#N)c(N)n(N)c(=S)c2CO1 (stereo unspecified),i,3%,i,2.5%,i,i,-2%,-5%,5%,u,7%
CCOc1ccc(OCC)c(NC(=O)C2CCCN(c3nc(C)cc(C)n3)C2)c1 (stereo unspecified),i,-1%,i,x,i,i,-6%,-1%,2%,12%,-2%
COc1cccc(S(=O)(=O)N2CCN(c3ccccc3F)CC2)c1,i,0%,i,0.1%,u,i,-1%,13%,1%,-2%,-9%

# 3 entries already listed, sorted by count of non-hydrogen atoms, descending.
SMILES,Rhodamine fluor,GFP derepression,4-MU autofl,HBB splice mod,Texas Red fluor,Fluorescein autfl,Pol III holo inh,Hsp90 Hop PPI,UbGFP stabilizer,HADH2 inhib,15-hLO inh
Cc1nc2cnc(N3CCNCC3)nc2n(Cc2cccs2)c1=O,i,-9%[9.22 µM],u,2.0%,i,u,-7%,-7%,-11%,-3%,7%
CCOC(=O)c1cc(CN2CCOCC2)oc1-c1ccccc1,i,-1%,i,x,i,i,2%,2%,-1%,2%,4%
CCOC(=O)c1cnc2nc[nH]n2c1=O,x,5%,x,0.4%,x,x,-13%,-1%,-6%,-7%,-7%

# This is a subset; the hit share may differ from the screen's.
